Screening results: PubChem BioAssay, several laboratories
DSG3 Ab inh: inhibitors of pemphigus antibody binding to human desmoglein-3; P32926; DSG3-coupled beads, scFv-anti-DSG3-GFP binding, flow cytometry; hits give low values; binding (percent of control), % at 10 µM; 0.48% of 310,000 active;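 active means binding more than 3 SD below its plate's average and above zero; inconclusive means below that plate limit but binding exactly zero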;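 further: hits lower antibody fragment binding to DSG3; some compounds called inactive have numbers as strong as hits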
LANA DNA inh: blocks KSHV LANA C-terminal domain binding to DNA. inhibition, % at 9 µM. 0.078% of 340,000 active. MBP-C-LANA/FAM-LBS DNA binding, fluorescence polarization. AID 504423;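 active means highest replicate inhibition at or above 60% at 9 µM, even if other replicates fall short; inactive means all replicates below 60% inhibition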;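 further: 0% = neutral control wells and 100% = 4 µM acridine orange control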
Keap1-Nrf2 PPI: Keap1-Nrf2 (human) interaction inhibition; AID 504523; inhibition, % at 9.4 µM; Keap1 Kelch-Nrf2 peptide fluorescence polarization, 1536-well; 0.15% of 340,000 active; in the data active means inhibition above about 12%; inconclusive means no clear call, values can overlap the other calls; inactive means below about 7.3%;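 further: human Keap1 Kelch domain with fluorescein labeled Nrf2 9mer peptide probe; 0% = neutral control wells and 100% = peptide positive control; higher means more block of Keap1 binding to Nrf2 peptide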
Target sequence (Q14145 whole entry, looked up, the tested form may be a part): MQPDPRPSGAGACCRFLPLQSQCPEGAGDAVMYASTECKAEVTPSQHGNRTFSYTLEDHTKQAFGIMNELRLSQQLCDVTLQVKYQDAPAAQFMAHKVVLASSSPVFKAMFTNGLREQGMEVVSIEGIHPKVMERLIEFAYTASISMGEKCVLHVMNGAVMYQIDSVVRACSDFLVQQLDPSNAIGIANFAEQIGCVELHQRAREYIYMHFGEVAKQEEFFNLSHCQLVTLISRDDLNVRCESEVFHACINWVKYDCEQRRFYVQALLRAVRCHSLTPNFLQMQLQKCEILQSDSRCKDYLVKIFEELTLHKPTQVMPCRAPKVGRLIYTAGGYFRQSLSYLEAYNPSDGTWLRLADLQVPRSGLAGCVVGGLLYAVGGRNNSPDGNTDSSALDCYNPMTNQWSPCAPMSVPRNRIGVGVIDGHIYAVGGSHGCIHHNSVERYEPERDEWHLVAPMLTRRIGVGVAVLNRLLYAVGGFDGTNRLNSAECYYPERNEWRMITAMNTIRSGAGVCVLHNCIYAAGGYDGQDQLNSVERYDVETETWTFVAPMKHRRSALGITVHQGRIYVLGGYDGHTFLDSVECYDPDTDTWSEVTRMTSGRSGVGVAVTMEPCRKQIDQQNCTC
Cardiac RTF inh: cardiac RTF calcium desensitization; IANBD-labeled cardiac RTF, Ca2+ fluorescence; inhibition, % at 7.15 µM; 0.12% of 340,000 active; P19429+P45379; AID 493244;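 active means inhibition above the mean inhibition of all tested compounds plus 3 SD, cut at about 17% in these data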;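 further: assay run at fixed EC70 calcium of 1.6 mM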
Wnt act: activates Wnt/beta-catenin signaling in a reporter cell assay; activator, plate reader; activation, % at 9.35 µM; 1.2% of 300,000 active; in the data active means activation above about 30%, passing the limit was not always enough; inconclusive means no clear call, values can overlap the other calls;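 further: 0% = neutral control wells and 100% = positive control wells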
RTF Ca sens act: increases calcium sensitivity of human cardiac regulated thin filaments; activation, % at 7.2 µM; 0.24% of 340,000 active; IANBD-labeled TnC RTF fluorescence at EC20 calcium; 0% EC20 calcium, 100% full calcium; P19429+P45379;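 active means activation above the mean over all tested compounds plus 3 SD, cut at about 30% in these data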;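 further: rise in fluorescence read as greater calcium sensitivity of cardiac thin filaments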
Arrestin-AP2 inh: inhibitors of human beta-arrestin and AP2 interaction; inhibition, % at 10 µM; FITC-arrestin peptide / GST-AP2 beads, flow cytometry; AP2 beta2 appendage carries R879A mutation; 0.31% of 340,000 active;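 active means inhibition above a set limit, near 3 SD of compounds lacking own fluorescence, cut at about 54% in these data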;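 further: plate controls were DMSO wells for no effect and 5 µM unlabelled arrestin peptide for full effect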
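System: GST-AP2 R879A glutathione beads. Medium: PBS with 0.05% Tween 20 and 0.1% BSA. Also added: FITC-arrestin peptide, 50 nM. Incubation: 12 min plus 1 h, RT. Measured by: high-throughput flow cytometry of beads, ex 488, em 535 nm. Evaluation: percent drop in bead-associated FITC signal.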
MOR-DOR inv ag: mu-delta opioid heterodimer inverse agonism; inhibition, % at 9.3 µM; 0.21% of 340,000 active; P35372+P41143; cell-based MOR-DOR heterodimer luminescence; in the data active means inhibition above about 22%, passing the limit was not always enough;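 further: 0% = cells with DMSO and 100% = wells without cells with DMSO; values of inactives mirror those of a sister screen read the other way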
MOR-DOR ag: agonists of human mu-delta opioid receptor heterodimerization; cells, OPRM1-OPRD1 heterodimerization, luminescence; activation, % at 9.3 µM; 0.3% of 340,000 active; AID 504326; in the data active means activation above about 18%;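 further: 0% = vehicle-treated cells and 100% = reference agonist; values of inactives mirror those of a sister screen read the other way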
V-ATPase pHluor: regulators of yeast V-ATPase proton transport | S. cerevisiae, pHLuorin cytosolic pH fluorescence | response, % at 10 µM | 0.37% of 350,000 active; in the data active means response mostly above about 7.3%, no sharp cut-off; inactive means mostly below about 5.4%; further: actives read high; inactives centre near 0; some compounds called inactive have numbers as strong as hits; reference of the scale not given here
An asterisk follows results filed as active; ? = inconclusive; · = not tested or not shown. Compounds were not picked by outcome; about 3.1% have a hit in one of these screens.

item	Molecule	DSG3 Ab inh	LANA DNA inh	Keap1-Nrf2 PPI	Cardiac RTF inh	Wnt act	RTF Ca sens act	Arrestin-AP2 inh	MOR-DOR inv ag	MOR-DOR ag	V-ATPase pHluor
1	CCNC(=O)NC(=O)C(C)Sc1nc2ccccc2n1CC(C)C (centres undefined)	97	-4.0	3	6	·	5	-4	7	-1.2	·
2	COc1ccc(C2CC(c3ccc4ccccc4c3)=NN2C(=O)CN2C(=O)CCC2=O)cc1 (centres undefined)	117	1.1	-2	-3	1	-3	1	13	-2.7	-5
3	CC(C)NC(=O)NC(=O)CSc1nnc(-c2c[nH]c3ccccc23)o1	·	0.6	0	6	0	-2	-1	10	-1.9	-1
4	CN(C)CCC(O)c1ccccc1 (centres undefined)	·	0.2	-1	3	2	0	-9	20	-4.1	-2
5	Cc1ccc(C(C)NC(=O)c2cccs2)cc1C (centres undefined)	·	-0.2	-10	-5	-1	19	-9	-2	0.5	0
6	COc1ccc(CNC(=O)C(=O)NC2CC(C)(C)NC(C)(C)C2)cc1	106	-1.7	-3	4	-1	-5	-2	19	-3.8	3
7	O=C(CSc1nnc(NC(=O)c2ccccc2C(=O)O)s1)Nc1ccccc1Cl	103	0.1	-2	-9	8	2	-17	20	-3.5	-1
8	Cc1c(C)n(CCC#N)c2ccccc12	127	1.1	-4	-5	·	-1	-1	10	-1.9	-2
9	COc1ccc(C(=O)Nc2ccc(O)cc2C(=O)O)cc1	79	-0.9	-3	3	-2	2	45	1	-0.1	1
10	O=S(=O)(/N=C/c1c(O)ccc2ccccc12)c1ccccc1	92	-2.5	-3	-2	-2	-7	9	8	-1.8	0

2 entries from above, with values under each structure:
Values run as follows: DSG3 Ab inh	LANA DNA inh	Keap1-Nrf2 PPI	Cardiac RTF inh	Wnt act	RTF Ca sens act	Arrestin-AP2 inh	MOR-DOR inv ag	MOR-DOR ag	V-ATPase pHluor
(7) O=C(CSc1nnc(NC(=O)c2ccccc2C(=O)O)s1)Nc1ccccc1Cl
  103	0.1	-2	-9	8	2	-17	20	-3.5	-1
(8) Cc1c(C)n(CCC#N)c2ccccc12
  127	1.1	-4	-5	·	-1	-1	10	-1.9	-2

Additional entries
item	Molecule	DSG3 Ab inh	LANA DNA inh	Keap1-Nrf2 PPI	Cardiac RTF inh	Wnt act	RTF Ca sens act	Arrestin-AP2 inh	MOR-DOR inv ag	MOR-DOR ag	V-ATPase pHluor
11	CN1C(c2ccccc2)=NO[C@]1(C)c1ccccc1	·	-0.2	4	-3	?	2	33	13	-2.7	3
12	Cc1cnc(C)c(N(C)NC(=S)Nc2ccccc2)n1	95	-0.5	-5	4	-2	0	5	12	-2.0	-5
13	CC1Cc2ccccc2N1C(=O)C1CCCN(S(=O)(=O)c2cccc3cccnc23)C1 (centres undefined)	131	-2.3	-6	0	-6	-3	6	0	-0.1	-4
14	CCOC(=O)O[C@]1(C(=O)COC(=O)CC)CC[C@H]2[C@@H]3CCC4=CC(=O)C=C[C@]4(C)[C@H]3[C@@H](O)C[C@@]21C	105	-0.7	-6	2	-1	8	3	3	-0.6	-1
15	NC(=O)CC(NC(=O)Cc1cccc2ccccc12)c1ccc(NCCc2ccccc2F)c([N+](=O)[O-])c1 (centres undefined)	95	1.7	-5	1	-2	2	2	1	-0.1	3
16	CCN1C(=O)/C(=C\c2cccs2)C(C(=O)OC)=C1C	108	6.3	1	-3	·	1	12	10	-2.0	7
17	CC(=O)Nc1ccc(S(=O)(=O)N2CCC(NC(=O)C(Cc3cccn3C)NC(C)=O)CC2)cc1 (centres undefined)	105	0.6	-2	-10	1	-13	-3	-1	0.2	-7
18	Cc1cc(C)c(C)c(S(=O)(=O)N2CCN(C(=O)CNC(=O)c3ccco3)CC2)c1C	101	-0.3	-6	-1	-1	1	14	-4	1.0	0
19	Cc1ccc(C(=O)NCC(=O)OCC(=O)/C=C2\N(C)c3ccccc3C2(C)C)cc1C	106	-0.7	-6	-4	·	4	6	-7	1.0	-3
20	COc1nc(-c2ccccc2)c2cc(C)ccc2n1	110	0.1	-4	-2	-1	2	1	9	-1.7	-4
21	COc1ccc(N2CCN(C(=O)C3CCCN(S(=O)(=O)c4ccc(F)cc4)C3)CC2)cc1 (centres undefined)	105	-1.7	0	5	-1	-4	-2	9	-1.8	4
22	Cc1sc2ncnc(SCC(=O)Nc3cccc(S(N)(=O)=O)c3)c2c1C	129	-1.8	-7	-6	-5	5	-10	2	-0.4	5
23	O=C(NCC1OCCc2ccccc21)c1cc(COc2ccc(F)cc2Cl)on1 (centres undefined)	86	1.2	5	-3	·	-6	3	-24	4.9	-2
24	CC(C)c1cc(C(C)C)c(S(=O)(=O)NNC(=O)c2ccncc2)c(C(C)C)c1	94	-3.7	-3	-2	·	7	8	-22	4.2	-3
25	O=C(O)CNCC1COc2ccccc2O1 (centres undefined)	·	-0.3	2	-16	·	3	15	11	-2.2	4
26	Cc1cc(NCC(c2ccccc2)c2ccccc2)n2ncnc2n1	·	0.1	-3	-8	0	3	1	12	-2.3	0
27	NC(=S)N=Nc1c(O)n(CCCl)c2ccc(Br)cc12	95	0.5	-1	-4	1	1	-10	12	-2.3	-1
28	Cc1cccc(Nc2ccc(NCc3ccccc3)nn2)c1	102	-0.6	-3	0	5	1	4	8	-1.5	-11
29	COc1cc(CN2CCNC(=O)C2CC(=O)N(C)CCC2CCOCC2)cc(OC)c1 (centres undefined)	96	0.7	-6	-7	1	-3	3	6	-1.2	-3
30	Cc1cc(C(=O)OCC(=O)NCc2ccc3c(c2)OCO3)c2ccccc2n1	103	-1.0	0	-4	0	2	-17	-1	0.2	1
31	COc1ccc(N2C(=O)CC(SC(C)C)C2=O)cc1 (centres undefined)	68*	-1.8	-3	-6	-4	1	3	1	-0.2	-4
32	CCc1n[nH]c2c1C(=O)CC(C)(C)C2	·	3.1	-5	-3	·	-2	-2	13	-3.2	-4
33	O=C1N(c2ccccc2C(F)(F)F)O[C@@]1(c1ccccc1)C1CCCCC1	103	-0.4	-4	-7	1	-13	-6	12	-2.5	-9
34	CCCCn1cnc2sc3c(c2c1=N)CCCC3	72	1.6	-7	-13	9	13	-5	-2	0.4	-3
35	CNC(=O)Cn1nc(-c2ccc(C)cc2)c2ccccc2c1=O	98	-1.0	-3	-1	0	-4	43	10	-2.1	0
36	CCOC(=O)CSc1nc(Cc2ccccc2)nc2ccccc12	95	-1.3	1	-16	-1	-1	-4	-22	4.5	-3
37	Cc1cc(OCC(=O)Nc2ccc(Br)cc2)cc2c1C(=O)CC(C)(C)O2	103	·	·	·	0	·	38	·	·	-1
38	COC(=O)C1=C(O)/C(=C\c2ccc(CNS(=O)(=O)c3ccccc3)o2)N=C1C	·	11	-7	-14	·	12	5	-3	0.5	-1
39	COc1cc2ncnc(NCCc3ccccc3)c2cc1OC	106	-1.2	4	-6	-3	7	11	1	-0.2	-2
40	O=C(/C=C/c1c(F)cccc1Cl)N1CCc2ccccc2C1	104	-2.5	0	-4	7	-2	-15	-11	2.2	-1
41	COc1ccc(OCCNC(=O)c2ccccc2Cl)cc1	100	-2.2	-1	-8	0	0	-2	11	-2.4	2
42	Cc1cccc(N=C2NC(=O)/C(=C\c3cccs3)S2)c1	107	6.0	1	-7	·	-1	10	-2	0.5	3
43	Cc1ccc(-n2[nH]c(C)c(CCC#N)c2=O)cc1	85	-0.7	0	-1	·	5	37	11	-1.7	2
44	CC1CC(C)CN(S(=O)(=O)c2ccc(C(C)(C)C)cc2)C1 (centres undefined)	102	1.0	-1	-2	-2	1	14	-8	1.5	1
45	CC(C)Oc1cccc(C(=O)NC(=S)Nc2cccnc2)c1	·	-0.6	-5	1	18	-1	-1	19	-3.7	0
46	CCOc1ccc(/C=N/NC(=O)c2csc(C)c2C)c(OCC)c1	108	-5.9	1	-10	-1	-1	34	-6	1.2	9
47	COc1ccc(/C=N/Nc2cc(C)nc(-n3nc(C)cc3C)n2)cc1	·	0.0	-2	-2	·	-7	-10	-20	3.9	0
48	CCOC(=O)c1ccc(NC(=O)Nc2ccon2)cc1	98	-0.2	2	12	-15	-5	-8	1	-0.3	3
49	COc1ccc(OC)c(NC(=O)c2ccc(N3C(=O)C4CC=C(C)CC4C3=O)cc2)c1 (centres undefined)	101	-1.9	-1	-10	0	-4	15	6	-1.4	2
50	Fc1cccc(Cl)c1CSc1nnc(CN2CCOCC2)n1-c1ccccc1	108	0.5	0	-4	·	-1	-1	3	-0.5	-2
51	O=C1CCCc2c1cc(-c1ccccc1)n2-c1ccccc1	102	-0.5	-2	-6	-2	2	-2	2	-0.3	1
52	CCOC(=O)c1ccc2ncc(-c3ccccc3)nc2c1	·	-0.3	-3	-5	12	-6	12	1	-0.2	3
53	Cc1cc2oc(=O)sc2cc1NS(=O)(=O)c1ccccc1	·	-0.2	-14	-6	0	4	12	-20	2.8	6
54	O=C(NCCC1=CCCCC1)c1cccc(S(=O)(=O)N2CCCCC2)c1	100	1.4	-5	-5	0	2	0	-4	0.8	3
55	O=C(CCCn1ncn2c(cc3occc32)c1=O)NCc1ccccc1F	97	0.4	-3	-3	2	0	-7	5	-1.0	4
56	COc1ccc(C)cc1S(=O)(=O)Nc1ccc(F)cc1	95	-0.2	0	-6	-6	-2	20	8	-1.4	-1
57	COc1ccc(S(=O)(=O)N2CCN(Cc3ccc4c(c3)OCO4)CC2)cc1	·	1.2	0	2	-1	-1	8	6	-0.9	-8
58	NC(=O)C1(N2CCCCC2)CCN(C(=S)NC2CCCC2)CC1	102	-1.3	-1	-9	1	-1	·	4	-0.8	-2
